Screening results (PubChem)
Tat export inh – E. coli Tat transport inhibition; E. coli MC4100 TorA-mCherry Tat export, fluorescence; inhibition, % at 10 µM; hit rate 0.036% among 340,000; AID 488895;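 active = mean replicate inhibition at least 50% and at least half of replicates individually reaching 50%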;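 note: exported cargo escapes ClpAP degradation while cytoplasmic cargo is degraded and loses fluorescence; 0% = median of neutral control wells and 100% = median of NaSCN control wells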
Wnt bcat act – activators of Wnt/beta-catenin signaling; Wnt/beta-catenin reporter cell assay, activator, plate reader; activation, % at 9.35 µM; hit rate 1.2% among 300,000; in the data active = activation above about 30%, passing the limit was not always enough;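 note: 0% = neutral control wells and 100% = positive control wells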
SR-BI HDL uptake – inhibitors of mouse SR-BI mediated HDL lipid uptake; hit rate 0.96% among 320,000; inhibition, % at 12.5 µM; ldlA[mSR-BI] CHO cells, DiI-HDL uptake fluorescence, 3 h; AID 488896;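 active = mean replicate inhibition of at least 70% and a set share of replicates each scoring 70 or more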;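 note: 0% = median of neutral control wells and 100% = median of positive control wells; values of inactives mirror those of a sister screen read the other way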
Target sequence (Q61009 whole entry, looked up): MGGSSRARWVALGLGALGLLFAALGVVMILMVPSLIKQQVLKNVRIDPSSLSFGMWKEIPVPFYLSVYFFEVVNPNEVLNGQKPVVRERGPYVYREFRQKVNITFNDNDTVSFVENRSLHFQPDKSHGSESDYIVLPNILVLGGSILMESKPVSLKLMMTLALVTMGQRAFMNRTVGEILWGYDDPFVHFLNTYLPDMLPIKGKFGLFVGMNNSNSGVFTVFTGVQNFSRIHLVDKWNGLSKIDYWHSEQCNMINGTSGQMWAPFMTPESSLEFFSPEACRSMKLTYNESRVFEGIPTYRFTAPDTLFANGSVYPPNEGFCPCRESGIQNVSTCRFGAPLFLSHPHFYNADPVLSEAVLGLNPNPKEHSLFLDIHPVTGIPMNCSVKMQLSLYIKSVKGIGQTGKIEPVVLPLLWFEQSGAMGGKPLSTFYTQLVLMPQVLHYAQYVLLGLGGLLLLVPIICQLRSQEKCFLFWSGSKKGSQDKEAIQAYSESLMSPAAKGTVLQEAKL
phage Ecoli inh – E. coli growth loss with phage present; AID 651602; growth absorbance; hit rate 0.26% among 360,000; inhibition, % at 11.9 µM; in the data active = inhibition above about 11%
CAL PDZ FP-1 – inhibitors of human CAL PDZ peptide binding | Q9HD26 | purified CAL PDZ, TMR-peptide fluorescence polarization, 1 h | inhibition, % at 20 µM | hit rate 0.02% among 330,000 | AID 504414;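 active = highest replicate inhibition of at least 40%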;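 note: plate controls were DMSO neutral control wells for no effect and unlabeled competitor peptide control wells for full effect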
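System: tagged CAL PDZ domain. Schedule: 1 h room-temperature incubation prior to read. Signal: fluorescence polarization (mP). Measure: percent inhibition from loss of millipolarization.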
AddAB inh – less growth of phage-infected E. coli with AddAB. E. coli expressing H. pylori AddAB, absorbance growth. inhibition, % at 11.9 µM. hit rate 0.29% among 330,000. AID 435030; in the data active = inhibition above about 12%;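 note: 0% = vehicle wells of infected cells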
MITF TRPM1 HTS – increases MITF-driven TRPM1 promoter luciferase signal; SK-MEL-5 TRPM1-promoter luciferase, 24 h; % of positive control, neutral wells = 0; activation, % at 12.5 µM; hit rate 0.75% among 300,000;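 active = mean activation of at least 80% with every replicate also reaching 80%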;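 note: 0% = neutral control wells and 100% = parthenolide positive control wells; values of inactives mirror those of a sister screen read the other way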
CAL PDZ FP-2 – blocks peptide binding to the human CAL PDZ domain | inhibition, % at 24.9 µM | purified CAL PDZ, TMR-peptide fluorescence polarization, 1 h | AID 602252 | hit rate 0.92% among 300,000 | Q9HD26;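 active = mean inhibition of at least 30% with at least half of replicates also reaching 30%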;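 note: 0% = DMSO neutral control and 100% = excess unlabeled competitor peptide PRC23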
Ecoli viability – bacterial growth inhibition, counter-screen for AddAB inhibitors; hit rate 0.27% among 330,000; inhibition, % at 11.9 µM; AID 449728; E. coli V3065 growth, OD600 absorbance, 18 h;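 active = inhibition above the campaign's mean inhibition across all tested compounds plus 3 SD, cut at about 9.9% in these data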;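 note: uninfected addAB+ strain grown without phage in ampicillin broth; 0% = DMSO wells and 100% = ciprofloxacin 0.95 µg/ml wells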
SR-BI DiI-HDL act – activators of SR-BI mediated HDL lipid uptake. CHO ldlA[mSR-BI] cells, DiI-HDL uptake fluorescence, 3 h; 100 = double the neutral-control signal. activation, % at 12.5 µM. hit rate 0.096% among 320,000;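 active = mean replicate activation of at least 60% and every replicate at or above 60%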;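 note: 0% = median plate neutral-control signal and 100% = twice that signal; values of inactives mirror those of a sister screen read the other way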
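Assay system: LDL receptor-deficient CHO ldlA cells overexpressing murine SR-BI / Medium: BSA-supplemented, HEPES-buffered Ham's F12, pH 7.4 / Probe or stimulus: DiI-labelled HDL at 10 µg/mL final / Timing: compound with DiI-HDL co-incubation, 3 h at 37 °C / Technique: bottom-read cell fluorescence after medium removal, ex 550/em 595 nm / Measure: HDL uptake via cellular fluorescence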
Active calls of the source: *; nt = no result given.

Each structure is followed by: Tat export inh, Wnt bcat act, SR-BI HDL uptake, phage Ecoli inh, CAL PDZ FP-1, AddAB inh, MITF TRPM1 HTS, CAL PDZ FP-2, Ecoli viability, SR-BI DiI-HDL act
CCOc1ccccc1-n1c(=S)sc2c(=O)n(-c3ccc(F)cc3)c(SCC(=O)O)nc21
 : -1, -3, -20, 0.8, 0.3, 0.3, 0, -1, -0.5, 20
CC(C)NCC(O)COc1cccc2[nH]ccc12 (centres undefined)
 : 2, nt, 5, nt, 0.2, 1.4, -2, -3, 0.5, -5
Cc1ccc(C(=O)CCC(=O)N(C)CC(=O)Nc2ccccc2Br)cc1
 : 2, 1, 18, 1.6, -1.9, -0.9, -12, -4, -0.1, -18
CSc1ccc(CCNC(=O)CCc2nnc3ccc(NCCCN4CCCC4=O)nn23)cc1
 : 28, 0, -4, 1.8, -2.9, -0.1, -5, -1, -0.4, 4
Cc1nc2nc(C)c(CCC(=O)N3CCOCC3)c(C)n2n1
 : 0, nt, -9, 2.0, nt, -0.8, -4, -4, 0.2, 9
COc1ccc(C2NC(=O)c3ccccc3O2)c(OC)c1OC (centres undefined)
 : 10, 0, 13, 2.4, -1.2, 2.6, nt, -2, 0.1, -3
Cc1cc2oc(C(=O)N(Cc3ccc(N(C)C)cc3)CC3CCCO3)c(C)c2cc1C (centres undefined)
 : 6, -1, 13, -0.6, -2.5, 1.1, -4, -3, -0.1, -13
O=S(=O)(O)c1nc2ccccc2n1Cc1ccccc1
 : -4, nt, nt, 0.6, -1.3, 2.4, 12, 1, -0.2, nt
COc1ccc(NC(=O)Cc2nnc(SCC(=O)NC3CCCC3)n2C)cc1
 : 16, 0, 4, -0.5, -1.3, -1.1, 7, -4, 1.3, -4
CN1CCN(c2ccc(S(=O)(=O)N3CCCCC3)cc2NC(=O)COc2ccc([N+](=O)[O-])cc2)CC1
 : 2, 0, -12, 0.0, -1.9, 2.4, 8, -5, 0.9, 12
O=C(NCCCN=C1NS(=O)(=O)c2ccccc21)c1ccco1
 : -1, 2, -11, 1.4, -2.4, 0.3, 5, -3, 1.4, 11
CC1CN=C(Nc2cccc(S(=O)(=O)N(C)C)c2)S1 (centres undefined)
 : 4, -1, 34, 1.7, -0.3, -0.3, 0, nt, 1.4, -34
CC(C)CN(C(=O)CSc1nc2ccccc2[nH]1)C1CCS(=O)(=O)C1 (centres undefined)
 : -5, 0, -17, 3.9, 0.3, 2.2, 0, -4, -0.8, 17
COc1ccccc1C(=O)N1CCNC(=O)C1CC(=O)Nc1ccc(Cl)cc1 (centres undefined)
 : 3, 0, -24, 0.6, 0.6, 3.3, 2, -6, 0.9, 24
CN(C)c1nnnn1-c1ccc(Oc2ncc(C(F)(F)F)cc2Cl)cc1
 : -3, -2, 45, 1.2, 0.0, 1.9, -2, -5, 0.4, -45
Cc1ccc(CN(C)C(=O)C2CCC(=O)N(CC3CCCCC3)C2)o1 (centres undefined)
 : -4, -1, -9, 3.1, -2.6, 4.9, -2, 0, 0.9, nt
COc1cc(C2C(C#N)=C(N)N(c3cccnc3)C3=C2C(=O)CC(C)(C)C3)ccc1O (centres undefined)
 : -12, nt, 5, -0.3, -0.1, -3.6, -3, -4, -2.4, -5
COc1ccc(CN(CC(=O)NCCC(C)C)C(=O)CCC(=O)Nc2nccs2)cc1
 : -2, -2, -9, -2.4, -0.2, -1.1, 3, 0, -1.4, 9
Cc1ccc(NC(=O)COC(=O)c2cc(=O)c3ccccc3o2)cc1F
 : 5, 2, -11, 1.4, -0.2, 0.9, 6, -2, -1.1, 11
Cc1cccc(C(=O)NCN2CCN(c3ccccc3C#N)CC2)c1
 : -12, 0, 18, 3.6, -0.3, nt, 8, 1, nt, -18
O=C(C[n+]1ccn(-c2ccccc2)c1)c1ccc([N+](=O)[O-])cc1
 : -12, -1, -12, 2.3, 0.6, -1.2, nt, 0, 0.3, 12
CCOc1ccccc1NC(=S)N1CCC(NC(=O)C(C)(C)C)CC1
 : -1, -1, 34, 3.2, -2.8, 1.5, -1, -2, -1.4, -34
O=C(CCCn1c(=O)oc2ccccc21)N1CCc2ccccc2C1
 : 9, -1, -17, 1.1, -1.2, 0.8, -6, 3, -1.8, 17
COc1cccc(-c2coc3c(C)c4oc(=O)c(CCC(=O)O)c(C)c4cc23)c1
 : 8, 0, -20, 0.1, -9.5, 1.4, 19, -15, 1.2, 20
Nc1ncc(Br)cc1S(=O)(=O)NCCC(=O)NCc1ccc(F)cc1
 : -1, 1, -14, 0.6, 0.3, 0.6, 3, -1, -2.5, 14
Clc1ccc(-c2cc(CN3CCCCC3)no2)cc1Cl
 : 0, 10, -7, 8.3, -1.9, 5.6, 44, -6, 2.5, 7
COc1ccc(OC)c(S(=O)(=O)N2CCC(C(=O)NC3CCCC3)CC2)c1
 : -5, -2, nt, -1.7, -1.4, 1.2, -5, nt, -2.9, nt
Cn1cc(C(=O)C(=O)N2CCc3ccccc32)c2ccccc21
 : 2, 4, 25, 3.0, -2.3, 1.0, 17, -3, 0.4, -25
Cc1ccc(Cn2c(C)c3cnn(CC(=O)NC4CCCC4)c(=O)c3c2C)cc1
 : -9, 8, 60, 3.0, -0.7, 99*, 38, nt, 86*, -60
CCOc1ccc2nc(-c3ccccc3)nc(SCC(=O)Nc3ncc(C)s3)c2c1
 : 8, nt, 20, 3.4, -3.0, -0.2, nt, 14, -1.4, -20
CCOC(=O)Cn1c(-c2ccccc2)ccc(C#N)c1=O
 : 8, nt, 5, 4.0, -3.3, 2.2, -6, 1, 1.3, -5
CN(c1cccc(NC(=O)CN2C(=O)c3ccccc3S2(=O)=O)c1)S(C)(=O)=O
 : -3, 0, -1, 3.0, 0.2, 2.6, -12, -4, -0.8, 1
Cc1ccc(-c2nc3cccnc3s2)cc1NC(=O)c1ccco1
 : -1, 15, 36, 1.1, -3.2, -1.6, 19, -2, 1.4, -36
Cc1cc(OC(=O)c2ccccc2Br)cc(=O)n1C
 : -6, -2, 9, -0.6, -0.9, 4.0, -6, 0, 2.2, -9
O=C(CSc1nc2c(c(=O)[nH]1)CCC2)Nc1ccc(F)cc1
 : -12, 0, 3, 3.0, -2.3, 0.3, -4, -10, 0.8, -3
O=C(CSc1ccccc1)Nc1cccc(S(=O)(=O)N2CCCC2)c1
 : -5, -1, -16, 0.9, 0.1, 2.6, 2, 0, 0.2, 16
O=C(NCCN1C(=O)S/C(=C\c2ccccc2F)C1=O)C1CCN(S(=O)(=O)c2cccs2)CC1
 : 0, -1, 13, 1.7, -3.6, 0.8, 1, -2, -2.4, -13
O=C(/C(=N\O)n1cncn1)c1ccc(Cl)cc1Cl
 : 7, 0, -3, 2.5, -1.0, 3.0, -12, 3, -0.6, 3
COc1ccc(CCC(=O)NCc2cccc(C(F)(F)F)c2)cc1
 : 8, -1, -6, 1.5, -0.5, 0.1, nt, -4, 1.3, 6
CCN(CC)CCCN(Cc1cc2cc3c(cc2[nH]c1=O)OCO3)C(=O)Nc1ccccc1OC
 : -13, nt, -13, 5.7, -0.2, -1.9, 1, -3, 0.9, 13
COc1ccc(OC)c(/C=C/C(=O)OCC(=O)N2CCCC2)c1
 : -2, -3, -3, 1.0, -3.0, -0.1, -11, -5, -0.3, 3
COc1ccc(CCn2c(-c3cc([N+](=O)[O-])cc([N+](=O)[O-])c3)nc3nc4ccccc4nc32)cc1
 : 2, -5, 14, 2.3, -2.5, 2.9, -7, -2, -0.5, -14
Cc1ccc(C)c(C(=O)COC(=O)c2ccccc2N2C(=O)C3C4CCC(C4)C3C2=O)c1 (centres undefined)
 : -6, nt, -1, 3.5, -1.4, 3.1, 22, -1, 0.4, 1
CNCC(=O)Nc1ccc(Cl)c(C(F)(F)F)c1
 : -6, -3, 3, 2.9, -1.9, 7.2, 7, -2, 4.0, -3
O=C(NCc1ccc(F)cc1)C(c1ccncc1)N(C(=O)c1csnn1)C1CC1 (centres undefined)
 : -3, -1, -39, 1.6, 0.3, -0.5, 18, 9, -0.6, 39
Cc1cc(C)c(NC(=O)C2CCCO2)c(C)c1NC(=O)C1CCCO1 (centres undefined)
 : 3, 2, nt, 0.4, -2.7, 3.6, 8, 0, -2.5, nt
Fc1cccc(F)c1/C=N/NC(=S)Nc1cccnc1
 : -8, -1, 7, 2.0, 0.1, 0.8, 12, -4, 1.7, -7
Cc1noc(C)c1NC(=O)N(C)C[C@H]1Oc2ccc(NS(=O)(=O)c3cn(C)cn3)cc2C(=O)N([C@H](C)CO)C[C@@H]1C
 : -6, 0, -16, 2.2, -1.3, 4.1, 0, 0, 1.3, 16
O=C(NCc1ccc(F)cc1)C1CCCN(S(=O)(=O)c2ccc(-n3cnnn3)cc2)C1 (centres undefined)
 : 2, -2, -32, 1.5, -2.2, 3.6, -1, -4, 1.6, 32
Cc1ccc(N=Cc2nc(-c3ccco3)oc2O)cc1
 : -4, 37*, 7, 2.3, -1.5, 2.5, 104*, -3, -1.7, -7
COc1ccc(C(CC(=O)Nc2ccc(Cl)cc2F)NC(=O)C(F)(F)F)cc1 (centres undefined)
 : -4, nt, 8, 2.7, 0.0, 5.7, nt, -3, 2.1, -8
Cc1c(NC(=O)C2CCCN2C(=O)c2cccs2)c(=O)n(-c2ccccc2)n1C (centres undefined)
 : -4, nt, -14, 2.8, -1.0, -0.3, 7, -2, -2.8, 14
Cc1cc(Cl)ccc1NC(=S)N1CCC(C(N)=O)(N2CCCCC2)CC1
 : -2, -1, 17, 3.6, -0.5, 1.2, 13, -3, 1.7, -17
Cn1c(SCC(=O)c2c(N)n(C)c(=O)n(C)c2=O)nnc1-c1ccc(F)cc1
 : -11, nt, 10, 3.0, -0.7, 2.7, 6, -1, 0.4, -10

Part of the list above, as labelled records.
> O=C(CSc1nc2c(c(=O)[nH]1)CCC2)Nc1ccc(F)cc1
- Tat export inh: -12
- Wnt bcat act: 0
- SR-BI HDL uptake: 3
- phage Ecoli inh: 3.0
- CAL PDZ FP-1: -2.3
- AddAB inh: 0.3
- MITF TRPM1 HTS: -4
- CAL PDZ FP-2: -10
- Ecoli viability: 0.8
- SR-BI DiI-HDL act: -3

> O=C(CSc1ccccc1)Nc1cccc(S(=O)(=O)N2CCCC2)c1
- Tat export inh: -5
- Wnt bcat act: -1
- SR-BI HDL uptake: -16
- phage Ecoli inh: 0.9
- CAL PDZ FP-1: 0.1
- AddAB inh: 2.6
- MITF TRPM1 HTS: 2
- CAL PDZ FP-2: 0
- Ecoli viability: 0.2
- SR-BI DiI-HDL act: 16
